Screening results: PubChem BioAssay, Broad Institute
FN deposition inh: fibronectin deposition inhibition; AH1F fibroblasts, Alexa488-fibronectin deposition fluorescence, overnight; inhibition, % at 12.6 µM; 350,000 compounds, 0.086% hits; AID 743247;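 active = mean inhibition across replicates of 30% or more, regardless of how many single replicates reach that level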;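 also: positive control wells lacked labelled fibronectin entirely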
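Test system: AH1F fibroblast monolayer depositing Alexa488-labelled fibronectin into matrix. Input: 10000 cells per well. Technique: fluorescence, ex 485 nm, em 525 nm. Buffer or medium: DMEM plus 2% serum, read in PBS. Timing: 1 h cell adhesion before compound, then overnight fibronectin incubation. Compound: single dose, pinned. Read-out basis: inhibition from reduced deposited-fibronectin fluorescence.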
S100A4 MyoIIA: inhibitors of human S100A4 binding to myosin IIA peptide; S100A4/TAMRA-MyoIIA peptide fluorescence polarization; AID 652163; inhibition, % at 10.7 µM; 360,000 compounds, 0.14% hits; P26447;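 active = mean inhibition of at least 70% across replicates, with every replicate also reaching that level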
Target sequence (P26447 whole entry, looked up): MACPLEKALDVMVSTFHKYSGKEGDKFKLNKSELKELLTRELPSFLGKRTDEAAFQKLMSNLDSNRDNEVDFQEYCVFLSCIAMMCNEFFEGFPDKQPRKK
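Test system – S100A4 monomer (human) · Compound – single-point compound testing · Schedule – 5 min incubation before reading · Probe or stimulus – TAMRA-labelled myosin IIA heavy-chain peptide probe, 5 nM · Benchmarks – neutral control DMSO, positive control TFP · Medium – Calcium-containing HEPES buffer, pH 7.2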
PAX8 reporter: inhibitors of PAX8 transcriptional activity in RMG-I cells; RMG-I TPO-luciferase reporter, SteadyGlo, 24 h; inhibition, % at 12.6 µM; 360,000 compounds, 1.2% hits; AID 652154;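 active = mean replicate inhibition at least 60% with every replicate also reaching 60%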;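 also: luciferase light reporting Pax8 driven TPO promoter activity; plate controls were median of neutral control wells for no effect and mitoxantrone controls for full effect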
LGR2 antag: inhibitors of bursicon-induced Drosophila LGR2 receptor cAMP signaling. HEK293 LGR2, CRE-luciferase, bursicon-stimulated, 4 h. inhibition, % at 9.99 µM. 380,000 compounds, 0.35% hits;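 active = drop in luminescence signal, shown as inhibition above about 50% in the replicate tests, limit read from the data, passing the limit was not always enough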;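 also: agonist challenge used bursicon conditioned medium at about half maximal strength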
PglD inh: blocks C. jejuni PglD acetyltransferase activity; 360,000 compounds, 0.098% hits; AID 602405; inhibition, % at 12.5 µM; purified PglD enzyme, DTNB colorimetric CoA detection; in the data active = inhibition above about 16%, passing the limit was not always enough; also: strong numbers were not always called active
PGC1a acetyl inh: PGC1a acetylation modulation, inhibitor mode; U2OS PGC1a acetylation, AlphaScreen anti-acetyl-lysine; with virally co-expressed GCN5 acetyltransferase; inhibition, % at 15.6 µM; 350,000 compounds, 0.17% hits; AID 651687;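 active = every replicate shows inhibition of at least 40%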;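 also: 0% = neutral control wells and 100% = positive control wells; some results beyond the cut were filed as inactive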
EWS-Fli block: EWS/Fli transcriptional activity inhibition; A673 NR0B1-luciferase reporter, viability-normalised; 350,000 compounds, 0.67% hits; AID 651661; inhibition, % at 12.6 µM;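 active = mean inhibition of at least 50% after viability correction, with every replicate also passing that limit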;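 also: firefly luciferase signal divided by Alamar Blue viability fluorescence both relative to DMSO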
ERAP1 HTS inh: inhibitors of human ERAP1 aminopeptidase. inhibition, % at 10.7 µM. recombinant ERAP1, Leu-AMC fluorescence, 60 min. 340,000 compounds, 0.15% hits;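 active = mean replicate inhibition of at least 30%, or all replicates individually reaching that 30% level; inactive = mean below 30% and not every replicate reaching it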;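 also: 0% = neutral control wells and 100% = L-leucinethiol positive control wells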
Target sequence (Q9NZ08 whole entry, looked up): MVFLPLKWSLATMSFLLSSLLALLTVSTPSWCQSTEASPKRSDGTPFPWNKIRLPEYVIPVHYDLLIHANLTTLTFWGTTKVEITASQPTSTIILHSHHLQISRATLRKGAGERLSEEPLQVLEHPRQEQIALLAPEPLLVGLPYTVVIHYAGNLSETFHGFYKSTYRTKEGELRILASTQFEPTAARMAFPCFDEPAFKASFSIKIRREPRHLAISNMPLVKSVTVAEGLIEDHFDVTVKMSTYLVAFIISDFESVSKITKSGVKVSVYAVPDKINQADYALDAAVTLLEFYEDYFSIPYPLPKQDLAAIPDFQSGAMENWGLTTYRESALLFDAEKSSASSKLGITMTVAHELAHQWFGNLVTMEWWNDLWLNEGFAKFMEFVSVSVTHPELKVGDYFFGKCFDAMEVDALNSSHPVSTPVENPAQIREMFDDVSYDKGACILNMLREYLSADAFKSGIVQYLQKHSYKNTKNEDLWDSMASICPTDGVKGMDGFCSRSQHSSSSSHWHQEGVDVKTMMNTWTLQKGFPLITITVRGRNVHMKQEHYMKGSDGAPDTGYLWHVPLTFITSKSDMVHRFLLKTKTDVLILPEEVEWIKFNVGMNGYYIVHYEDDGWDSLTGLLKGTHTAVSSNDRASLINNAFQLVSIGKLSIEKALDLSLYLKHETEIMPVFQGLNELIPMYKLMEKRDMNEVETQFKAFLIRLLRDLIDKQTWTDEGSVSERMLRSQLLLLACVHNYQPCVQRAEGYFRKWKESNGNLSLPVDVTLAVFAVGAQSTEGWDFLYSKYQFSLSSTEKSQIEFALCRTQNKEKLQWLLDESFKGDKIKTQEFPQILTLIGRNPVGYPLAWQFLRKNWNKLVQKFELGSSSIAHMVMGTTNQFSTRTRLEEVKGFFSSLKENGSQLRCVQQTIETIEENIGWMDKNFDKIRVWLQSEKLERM
An asterisk follows results filed as active; . = not tested or not shown; & = joins results of further samples.

SMILES	FN deposition inh	S100A4 MyoIIA	PAX8 reporter	LGR2 antag	PglD inh	PGC1a acetyl inh	EWS-Fli block	ERAP1 HTS inh
C=CCc1ccc(OCCOCCOc2cccc3cccnc23)c(OC)c1	.	0	-17	-16	.	.	2	-5
C=CCNC(=O)/C(C#N)=C/c1cn(-c2ccccc2)nc1-c1ccc(OC)c([N+](=O)[O-])c1	-5	.	-4	4	-3	.	.	.
C[C@@H]1CN([C@H](C)CO)C(=O)c2cccc(NC(=O)Nc3ccc(F)cc3)c2O[C@H]1CN(C)Cc1ccncc1	.	2	-12	-7	-2	4	-2	1
O=C(Nc1ccc(F)c(F)c1)c1cc(S(=O)(=O)N2CCN(c3ccccn3)CC2)ccc1F	.	32	.	-1	4	0	.	2
O=C(N/N=C/c1ccc[nH]1)c1ccc(O)cc1	1	0	2	-25	.	8	-7	1
CC(C)=CCN1CCN(Cc2cnc(N3CCOCC3)s2)CC1CCO (stereo not given)	6	3	3	-15	-3	4	11	2
CCN=C1SC(CC(=O)NCCc2ccc(OC)cc2)C(=O)N1CC (stereo not given)	-8	.	10	.	-3	-10	.	.
O=C(C[C@H]1CC[C@@H](NS(=O)(=O)c2ccc(F)cc2)[C@@H](CO)O1)NCc1ccncn1	.	-5	-7	-1	-2	5	3	2
O=C(N/C(=C/c1ccc(Br)cc1)C(=O)N1CCOCC1)c1cccs1	3	11	-30	25	.	3	-4	-1
CCNC(=O)[C@H]1[C@H](CO)[C@H]2Cn3c(ccc(-c4cncnc4)c3=O)[C@H]2N1C(=O)c1ccccc1F	.	-4	-8	14	1	6	4	4
CCn1c(SCC(=O)NC(C)(C)C)nc(O)cc1=O	-5	.	-5	.	3	2	.	.
O=C(C[C@H]1C[C@H]2c3cc(NS(=O)(=O)c4ccc(F)cc4)ccc3O[C@H]2[C@H](CO)O1)NCc1ccccc1	-19	-11	30	-5	-1	-2	-3	3
CCC(=O)N1CCN(c2ccc(NC(=O)c3ccc4ccccc4c3)cc2)CC1	2	-4	-29	-2	9	.	-16	-6
O=Cc1ccc(OCCOc2ccc([N+](=O)[O-])cc2)cc1	-5	17	-40	1	3	.	4	-1
O=C(CN1C(=O)NC(Cc2ccccc2)C1=O)Nc1ccc(F)c(Cl)c1 (stereo not given)	-5	-14	-2	-5	-3	2	4	1
O=C(O)CC1COc2ccccc2N1C(=O)c1ccccc1Cl (stereo not given)	-7	-1	18	-10	-4	29	2	-5
Cc1cc(C)n2nc(C(=O)N3CCCC(N4CCN(c5ccccc5C)CC4)C3)cc2n1 (stereo not given)	-8	-3	21	12	1	2	13	-2
Cc1cc(C)c(OCCCCCn2ccnc2)c(C)c1	-2	-16	-5	10	-4	.	18	0
CCC(=O)C1CCCN(C(=O)CCc2nnc(C3(c4ccc(Cl)cc4)CCC3)o2)C1 (stereo not given)	2	1	-85	1	10	0	.	-2
CNC[C@H]1Oc2ccc(NS(=O)(=O)c3ccc(F)cc3)cc2CC(=O)N([C@H](C)CO)C[C@@H]1C	.	9	-12	26	6	-20	8	0
CC(C)[C@@H]1COC(c2cccc(C3=N[C@H](C(C)C)CO3)c2)=N1	-8	0	-56	-47	-2	.	-67	-5
CCCCCC(=O)N1CCN(CCN=CC2=C(O)CC(c3ccc(OC)c(OC)c3)CC2=O)CC1 (stereo not given)	-6	-1	-11	-20	1	1&6	3	0
COc1cc(NC(=O)CSc2ncnc3sc4c(c23)CCC(C)C4)c(C(=O)O)cc1OC (stereo not given)	-4	0	0	9	11	5	-5	5
CCc1nnc(NC(=O)CSc2nnc(CNC(=O)c3cc(OC)c(OC)c(OC)c3)o2)s1	-5	-5	-15	-2	.	.	10	1
CC(C)(C)c1csc(NC(=O)CCS(=O)(=O)c2ccc(F)cc2)n1	6	1	54	6	-2	.	7	-1
CCCNC(=O)N1C[C@H](O)COC[C@@H]2O[C@@H](CC(=O)N3CCOCC3)CC[C@H]21	-3	7	-9	5	4	-6	-4	-1
CN1C(=O)c2cc(NC(=O)C3CCOCC3)ccc2OC[C@@H]2O[C@@H](CC(=O)NCC3CCCCC3)CC[C@H]21	4	5	-15	5	2	.	-1	1
O=C(c1ccncc1)N1CC(=O)N2[C@H](CO)[C@@H](c3ccc(-c4cccnc4)cc3)[C@@H]2C1	.	-2	-6	9	.	1	10	1
C[C@@H]1CN([C@@H](C)CO)C(=O)c2cc(NS(=O)(=O)c3ccc(Cl)cc3)ccc2O[C@H]1CN(C)Cc1ccc(C(=O)Nc2ccccc2N)cc1	.	-1	.	15	2	2	27	2
CCC1(C)Cc2nc3[nH]c(=S)n(-c4ccccc4C)c(=O)c3cc2CO1 (stereo not given)	-4	6	-22	-3	.	-5	1	-1
CCOC(=O)CSc1nnc2c(n1)C1(C)CCC2C1(C)C (stereo not given)	-1	.	-4	.	6	-3	.	.
COc1cccc(/C=N/NC(=O)CNC(=O)c2ccncc2)c1O	4	0	24	-4	5	18	11	-1
COc1cccc(CNC(=O)C[C@H]2C=C[C@H](NC(C)=O)[C@H](CO)O2)c1	-12	0	-5	-17	-3	6	1	0
COCC(=O)N1[C@H](C#N)[C@@H](c2ccccc2-c2ccccc2F)[C@H]1CO	-5	23	.	-23	.	-6	0	2
CC(C)NC(=O)Nc1ccc2c(c1)C(=O)N([C@H](C)CO)C[C@H](C)[C@@H](CN(C)Cc1ccncc1)OCCCC[C@@H](C)O2	.	1	-2	-16	-1	10	.	4
COc1cccc(CN2CCN(Cc3cccc(Br)c3)CC2)c1OC	-4	-1	-6	4	-6	1	8	1
COc1ccc(CCNC(=O)CCCn2c(=S)[nH]c3ccsc3c2=O)cc1OC	0	-2	2	-32	3	-9	-8	-2
CC(CC(=O)Nc1ccc(Br)cc1F)S(=O)(=O)c1ccc2c(c1)NC(=O)CO2 (stereo not given)	-1	2	32	-2	-4	31	-3	3
CNC(=O)CCn1nc(-c2ccccc2)c2ccccc2c1=O	3	.	1	.	6	-4	.	.
C[C@@H]1CN([C@@H](C)CO)C(=O)Cc2cc(NC(=O)Cc3ccccc3)ccc2O[C@H]1CN(C)C(=O)Nc1ccc2c(c1)OCO2	.	5	-17	-13	1	-3	-2	4
Cc1cccc(NC(=O)CCNC(=O)c2ccccc2)c1	-6	-1	-9	-13	-1	.	-10	-5
C[C@@H]1CN([C@H](C)CO)C(=O)Cc2cc(NC(=O)Nc3ccc(F)cc3)ccc2O[C@H]1CN(C)C(=O)Nc1ccccc1	-3	12	-6	-5	-1	-1	-2	1
CCOc1ccccc1N1CCN(C(=O)CNC(=O)c2sc3ccccc3c2Cl)CC1	-1	-3	12	6	-4	19	2	1
COc1ccc(NC(=O)Nc2ccc3c(c2)C(=O)N([C@@H](C)CO)C[C@H](C)[C@@H](CN(C)C)OCCCC[C@@H](C)O3)cc1	.	1	3	13	0	3	-14	2
CCCCn1c(N)c(N(CCC(C)C)C(=O)CC2OC(=O)c3ccccc32)c(=O)[nH]c1=O (stereo not given)	-1	-1	-1	6	1	-14	0	-3
CCN(CC)C(=S)SCC(=O)c1c(C)[nH]c2ccccc12	-1	.	15	0	-3	-6	.	.
CC(=O)OCCN1CCN(C(=O)CN2C(=O)NC(c3ccccc3)(c3ccccc3)C2=O)CC1	-3	-8	-4	-5	2	.	-4	-1
Fc1ccc(-c2ccnc3nc(N4CCN(c5ccccc5)CC4)nn23)cc1	-3	.	-12	.	5	-4	.	.
CCC(=NCCc1ccc(OC)c(OC)c1)C1=C(O)CC(C)(C)CC1=O	.	5	-6	18	.	.	1	2
CCSc1cc(C2C(C(=O)OC)=C(C)NC3=C2C(=O)CCC3)c(C)o1 (stereo not given)	5	.	-6	.	-4	15	.	.

Three entries from above, reformatted:
Each structure is followed by: FN deposition inh	S100A4 MyoIIA	PAX8 reporter	LGR2 antag	PglD inh	PGC1a acetyl inh	EWS-Fli block	ERAP1 HTS inh
- CC(=O)OCCN1CCN(C(=O)CN2C(=O)NC(c3ccccc3)(c3ccccc3)C2=O)CC1
→ -3	-8	-4	-5	2	.	-4	-1
- Fc1ccc(-c2ccnc3nc(N4CCN(c5ccccc5)CC4)nn23)cc1
→ -3	.	-12	.	5	-4	.	.
- CCC(=NCCc1ccc(OC)c(OC)c1)C1=C(O)CC(C)(C)CC1=O
→ .	5	-6	18	.	.	1	2

Later entries.
SMILES	FN deposition inh	S100A4 MyoIIA	PAX8 reporter	LGR2 antag	PglD inh	PGC1a acetyl inh	EWS-Fli block	ERAP1 HTS inh
Cc1cc(C)n(CC(=O)N2CCCC(C(=O)c3cccc(OC(C)C)c3)C2)n1 (stereo not given)	3	-2	3	.	1	-7	2	5
CCCNC(=O)Nc1ccc2c(c1)C(=O)N(C)[C@H]1CC[C@@H](CC(=O)NCC3CCCCC3)O[C@@H]1CO2	-10	-5	-10	-9	-1	1	10	-1
COc1cc(CN2CC3(CN(C(=O)Nc4c(C)noc4C)C3)c3c([nH]c4cc(OC)ccc34)[C@H]2CO)cc(OC)c1	1	-9	.	-12	.	-4	6	2
Cc1ccc2c(c1)N(CC(=O)N1CCCCC1)C(=O)C(C)O2 (stereo not given)	1	9	3	8	-4	.	6	-1
C[C@@H]1CN([C@@H](C)CO)C(=O)c2cc(NC(=O)Nc3ccc(C(F)(F)F)cc3)ccc2O[C@H]1CN(C)Cc1ccc(C(=O)O)cc1	1	-6	.	-5	10	2	-6	-1
Cc1ccc(NC(=O)CN(c2ccc(Cl)cc2)S(=O)(=O)c2cc([N+](=O)[O-])ccc2Cl)cc1	2	3	37	16	.	.	18	3
COc1ccc(CN(C)C[C@@H]2Oc3c(NC(=O)Nc4cccc5ccccc45)cccc3C(=O)N([C@@H](C)CO)C[C@@H]2C)cc1	.	-12	-6	-2	1	-6	9	4
O=C(NC1CCC1)C1CCC(=O)N(Cc2cccc(F)c2)C1 (stereo not given)	-4	2	.	-36	-1	-2	-12	-1
CS(=O)(=O)N1CC2(C1)[C@@H](c1ccccc1)[C@@H](CO)N2Cc1ccc(F)cc1	.	-5	.	18	.	-6	-3	1
COc1ccc(N=C2SC(CC(=O)Nc3ccc(F)cc3)C(=O)N2Cc2ccco2)cc1 (stereo not given)	.	.	9	4	3	.	-2	.
Cc1sc2ncnc(N3CCC(C(=O)Nc4ccc(Br)cc4Br)CC3)c2c1C	-1	-3	-3	-3	-1	-6	10	-5
Cc1ccc(S(=O)(=O)NCC[C@@H]2CC[C@@H](NS(=O)(=O)c3ccccc3Cl)[C@@H](CO)O2)cc1	7	-6	5	2	-1	-2	0	0
O=C(CO/N=C/c1ccc(OC(F)F)cc1)NCc1cccs1	3	.	11	8	-7	6	.	.
CCCCCn1c(=O)[nH]c2cc(C(=O)NCCCN3CCCCC3C)ccc2c1=O (stereo not given)	3	-2	-18	12	-1	-1	14	-4
COc1cc2c(C#CCCCO)c(-c3ccsc3)oc(=O)c2cc1OC	18	1	1	-3	-5	.	17	4
COc1ccc(CN(C)C[C@@H]2OCCCC[C@H](C)Oc3ccc(NC(=O)CCC(F)(F)F)cc3C(=O)N([C@@H](C)CO)C[C@H]2C)cc1	.	12	-1	4	1	-7	-7	0
O=C(COC(=O)c1sc2cc(Cl)ccc2c1Cl)Nc1ncc(Cl)cc1Cl	5	-8	6	.	.	.	-24	13
Cc1noc(C)c1NC(=O)Nc1ccc2c(c1)CC(=O)N([C@H](C)CO)C[C@@H](C)[C@@H](CN(C)C(=O)NC1CCCCC1)O2	-10	.	-15	-24	-3	3	5	.
Cc1cc(NC(=O)C(C)SCC(=O)Nc2cccc(S(=O)(=O)N3CCCCCC3)c2)no1 (stereo not given)	-1	-1	6	6	5	-27	17	2
